GDH-TPI inh – inhibits GDH-TPI coupling enzymes, artifact for Mtb FBA screen; GDH-TPI coupled enzyme counterscreen, NADH absorbance; inhibition, % at 4.8 µM; 360,000 tested, 1.2% active;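 further: 0% = DMSO wells and 100% = wells lacking the enzyme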
Mtb FBA inh – inhibitors of M. tuberculosis fructose-bisphosphate aldolase. inhibition, % at 1 µM. purified M. tuberculosis FBA, fluorescence read-out. 360,000 tested, 2.3% active; in the data active means inhibition above about 27%;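 further: 0% = vehicle and 100% = reference inhibitor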
Target sequence (P9WQA3 whole entry, looked up): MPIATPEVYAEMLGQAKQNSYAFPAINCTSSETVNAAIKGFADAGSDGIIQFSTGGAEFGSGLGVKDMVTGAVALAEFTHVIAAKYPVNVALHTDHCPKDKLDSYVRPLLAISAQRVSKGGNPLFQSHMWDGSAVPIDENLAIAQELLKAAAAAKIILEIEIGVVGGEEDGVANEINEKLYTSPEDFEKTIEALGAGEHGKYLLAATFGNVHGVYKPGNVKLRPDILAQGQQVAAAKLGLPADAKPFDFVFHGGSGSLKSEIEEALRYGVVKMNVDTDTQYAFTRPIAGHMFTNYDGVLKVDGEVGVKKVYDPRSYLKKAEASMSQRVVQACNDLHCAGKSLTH
UGM FP inh – inhibitors of M. tuberculosis UDP-galactopyranose mutase. 320,000 tested, 0.06% active. P9WIQ1. inhibition, % at 10 µM. purified UGM, fluorescence polarization probe displacement. AID 504406; in the data active means inhibition above about 10%, passing the limit was not always enough; inconclusive means no clear call, values can overlap the other calls
Target sequence (P9WIQ1 whole entry, looked up): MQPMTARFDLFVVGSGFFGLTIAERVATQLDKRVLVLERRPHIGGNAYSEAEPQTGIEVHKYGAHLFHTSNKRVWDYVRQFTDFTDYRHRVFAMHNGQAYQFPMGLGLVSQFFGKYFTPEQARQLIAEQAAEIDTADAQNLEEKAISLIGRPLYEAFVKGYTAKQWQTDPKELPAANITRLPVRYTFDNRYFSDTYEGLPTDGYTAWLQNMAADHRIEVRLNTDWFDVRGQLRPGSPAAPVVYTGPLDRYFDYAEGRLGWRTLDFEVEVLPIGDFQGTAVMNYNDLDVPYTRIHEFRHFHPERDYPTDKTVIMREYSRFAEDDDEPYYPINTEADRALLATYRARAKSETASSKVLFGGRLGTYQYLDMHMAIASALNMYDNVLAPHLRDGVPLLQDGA
Rv3671c inh – inhibits the M. tuberculosis serine protease Rv3671c. inhibition, % at 5.96 µM. 320,000 tested, 0.048% active. P9WHR9; in the data active means inhibition above about 38%;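 further: extracellular domain of Rv3671c used as enzyme; 0% = enzyme with DMSO and 100% = no enzyme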
FadD28 binding – blocks FadD28 binding to the bisubstrate probe | fluorescence polarization | inhibition, % at 12.5 µM | 360,000 tested, 0.22% active; in the data active means inhibition above about 8.5%, passing the limit was not always enough; inconclusive means no clear call, values can overlap the other calls
VHR inh abs – DUSP3 (human) phosphatase inhibition; P51452; recombinant VHR phosphatase, pNPP absorbance; inhibition, % at 13.3 µM; 290,000 tested, 0.52% active; AID 1654; in the data active means inhibition above about 50%; further: some compounds called inactive have numbers as strong as hits
Target sequence (P51452 whole entry, looked up): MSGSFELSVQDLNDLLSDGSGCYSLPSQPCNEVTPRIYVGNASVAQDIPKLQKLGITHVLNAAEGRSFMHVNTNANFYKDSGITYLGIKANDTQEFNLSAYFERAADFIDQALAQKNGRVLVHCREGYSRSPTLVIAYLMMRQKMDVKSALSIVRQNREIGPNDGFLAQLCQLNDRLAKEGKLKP
CCHF vOTU inh – blocks the CCHF virus ovarian tumor domain protease; CCHFV vOTU protease, Pep-AMC fluorescence; 370,000 tested, 0.55% active; inhibition, % at 11.5 µM; AID 651958; further: 0% = vehicle wells with enzyme and 100% = no enzyme wells
Mtb BioA inh – blocks M. tuberculosis BioA enzyme activity | purified M. tuberculosis BioA enzyme, plate reader | inhibition, % at 9.99 µM | 360,000 tested, 0.096% active; in the data active means inhibition above about 40%; inconclusive means no clear call, values can overlap the other calls
MazEF act – activators of E. coli MazEF toxin-antitoxin RNase; FAM/BHQ RNA-DNA oligo cleavage fluorescence, 5 h; activation, % at 20 µM; 350,000 tested, 0.32% active; AID 504720; in the data active means activation above about 50%
Target sequence (P0AE70 whole entry, looked up): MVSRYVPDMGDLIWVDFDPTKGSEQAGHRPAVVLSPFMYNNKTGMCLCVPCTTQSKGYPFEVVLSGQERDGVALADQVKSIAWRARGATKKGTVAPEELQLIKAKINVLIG
BoNT F protease – BoNT F light chain protease inhibition | inhibition, % at 10 µM | 360,000 tested, 0.22% active | Multiplex microsphere protease cleavage assay, flow cytometry | AID 588497; in the data active means inhibition above about 35%, passing the limit was not always enough; inconclusive means no clear call, values can overlap the other calls; further: plate controls were buffer without enzyme for full effect and enzyme alone for no effect
* = called active by the depositor; ? = inconclusive; · = not tested or not shown; + = active, no number. Unless noted, no stated cut-off is given here; in the data, active means inhibition above about 30%; inactive means the rest.

Second line of a record: CCHF vOTU inh	Mtb FBA inh	VHR inh abs	MazEF act	UGM FP inh	Mtb BioA inh	Rv3671c inh	GDH-TPI inh	FadD28 binding	BoNT F protease
- CC(Nc1nc(N2CCN(CCO)CC2)nc2ccccc12)c1ccccc1 (stereo not drawn)
 : -13	20	3	-18	0.1	·	-3	9	-2.5	2
- COCCCNCCOCCOc1ccc(C)cc1[N+](=O)[O-]
 : -7	7	-1	1	-0.1	1.9	-6	-7	1.4	-3
- CN(Cc1ccccc1)C(=O)COC(=O)c1cc(=O)[nH]c2ccccc12
 : -17	4	·	5	0.3	-1.9	0	14	1.0	5
- COc1ccc(NS(=O)(=O)c2cccc(C(=O)N/N=C(\C)c3ccncc3)c2)cc1
 : 5	-4	14	5	3.9	·	-23	9	-4.5	-4
- CC1CC(=O)C2=C(C1)Nc1ccccc1N=C2 (stereo not drawn)
 : -1	0	-14	12	1.0	·	-5	12	0.1	-5
- Cc1ccc(C(=O)NCc2ccco2)cc1[N+](=O)[O-]
 : 4	5	11	3	3.7	1.2	-6	-2	-1.8	-7
- CCOC(=O)Cc1nnc2c(Nc3ccccc3F)nc3nonc3n12
 : 15	-3	6	3	2.0	-0.4	11	10	-0.5	-3
- C[N+]1(CC(=O)OCCCC2CCCCC2)CCCC1
 : 3	1	22	-3	-0.9	·	-3	7	-2.2	-5
- Cc1ccc(N2CCN(C(=S)Nc3ccccc3C)CC2)cc1
 : -16	1	18	-6	-0.3	-0.5	-1	-13	-3.0	2
- O=C1C=CC(O)C2(CO)OC12 (stereo not drawn)
 : -4	-1	·	7	·	-1.1	·	-2	-3.0	2
- Cc1ccccc1N1CCN(c2ccccc2NC(=O)/C=C\C(=O)O)CC1
 : -3	0	·	6	·	0.9	·	2	-2.3	7
- CCCCCn1c(=O)[nH]c2cc(C(=O)NCCCN3CCCCC3)ccc2c1=O
 : -3	6	0	5	0.4	-2.1	-18	2	-8.3	4
- COc1cccc(Nc2nnc(Cc3cccnc3)c3ccccc23)c1
 : 10	3	21	-5	-1.5	6.1	-4	11	-1.3	6
- CS(=O)(=O)N(Cc1cccc(CN(C(C(=O)O)c2ccccc2)S(C)(=O)=O)c1)C(C(=O)O)c1ccccc1 (stereo not drawn)
 : -11	-1	-7	0	2.0	-2.4	-1	9	-1.6	3
- O=C1CCCC(O)=C1N=Nc1cccc(S(=O)(=O)N2CCOCC2)c1
 : 22	2	5	7	-2.7	·	3	17	-1.2	-6
- Cc1ccc(-c2cn(-c3ccccc3F)c(=S)[nH]2)cc1
 : 7	-2	20	-4	2.2	3.2	4	-3	·	0
- Cc1ccccc1CSc1nnc(-c2cccnc2)n1N
 : -7	-2	36	-17	1.3	5.7	-1	-6	-1.1	-4
- O=C(Nc1ccc(Cl)c(Cl)c1)Nc1ccccn1
 : 10	-4	61	-18	-0.6	0.9	-14	-8	-3.8	-19
- Cc1cc2c(cc1S(=O)(=O)NCCc1ccc(Cl)cc1)OCC(=O)N2
 : -2	1	25	-1	5.3	0.3	2	7	-2.2	1
- O=C(Nc1nc2ccc(S(=O)(=O)N3CCCC3)cc2s1)C1CCCO1 (stereo not drawn)
 : -2	3	7	4	-1.5	0.7	-6	6	-3.0	·
- CCc1ccc(CNCCNC(=O)c2ccco2)cc1
 : 22	-2	·	-3	·	-0.3	·	12	-2.0	4
- COc1cccc(OC)c1CN1CCCC(C(=O)c2cccc(Cl)c2)C1 (stereo not drawn)
 : -11	2	15	6	-0.3	-0.7	4	0	-3.5	12
- O=C(NC(=S)Nc1ccccn1)c1cccc([N+](=O)[O-])c1
 : -16	1	16	3	1.9	0.2	-8	24	0.0	·
- COc1ccc(N2C(=O)CC2(/C=C/c2ccccc2OC)C(=O)NC2CCCC2)cc1 (stereo not drawn)
 : -1	-2	0	2	0.6	·	4	-3	-5.2	18
- COc1cc(C2=NOC(C(=O)Nc3ccc4c(c3)OCO4)C2)cc(OC)c1OC (stereo not drawn)
 : -4	-3	-9	7	-1.1	·	·	-5	-4.1	-33
- COC(=O)c1cn(-c2nc(C)c3c(n2)CCC3)nn1
 : 1	0	-3	6	-0.8	4.2	-8	-3	-1.3	-10
- CCOCCCNC(=S)Nc1cc(OCC)c(NC(=O)c2ccco2)cc1OCC
 : -11	2	22	4	-3.7	-0.4	6	5	-1.5	-8
- CN(C)S(=O)(=O)c1ccc(N2CCCC2)c(C(=O)N2CCN(S(=O)(=O)c3ccc(F)c(F)c3)CC2)c1
 : -1	1	·	9	·	0.1	·	-10	-0.6	-5
- O=C(O)/C(=C\c1cccc([N+](=O)[O-])c1)c1ccc(S(=O)(=O)N2CCCCC2)s1
 : 5	-4	-19	6	-1.3	·	-7	8	-2.7	-9
- CC(/C=C1\SC(=S)N(C(C(=O)O)C(C)C)C1=O)=C\c1ccccc1 (stereo not drawn)
 : 27	-9	16	2	-3.0	·	-17	13	-6.3	0
- COc1ccc(NS(=O)(=O)c2ccc(NC(C)=O)cc2)nn1
 : -11	1	·	3	-0.1	-0.1	-1	13	-2.0	?
- CC(=O)c1ccc(NS(=O)(=O)c2ccc3c(c2)CCC(=O)N3)cc1
 : 4	3	·	-5	-1.9	-2.0	11	23	0.4	-4
- COc1cc(Cn2cnnn2)ccc1O
 : 5	2	36	-7	-3.2	·	0	-8	0.1	-1
- Cc1cc(C)n2nc3nc(N4CCCC4)nc(-c4ccccc4)c3c2n1
 : ·	21	-8	1	2.4	-0.3	-19	0	?	15
- CCN(CC(=O)Nc1ccc(NC(C)=O)cc1)C(=O)c1cc(C)on1
 : 12	0	·	1	-2.5	·	-3	-7	-2.6	?
- CN(CCc1ccccc1)C(=O)c1ccc(NC(=O)Cc2ccc(NC(=O)C3CCN(S(=O)(=O)c4cccc([N+](=O)[O-])c4)CC3)cc2)cc1
 : 2	0	·	-7	·	-1.6	·	8	-1.1	-3
- COc1ccc(NC(=O)CSc2ccc3nnc(-c4ccccn4)n3n2)cc1OC
 : 13	-1	11	2	0.3	2.5	-3	7	-0.8	-1
- N=c1ccccn1Cc1ccccc1
 : -1	4	-3	-2	-0.1	·	-12	-9	-1.4	4
- CC1(C)CC(=O)C2=C(C1)c1c(ccc3ccccc13)NC2c1ccc(OCC(=O)O)cc1 (stereo not drawn)
 : -206	+	17	2	0.1	-0.3	-10	18	0.8	28
- O=C(NCCCN1CCOCC1)c1cc2ccccc2o1
 : -4	-1	-10	15	0.8	0.3	3	3	-1.0	-1
- CC1CCC2(CC1)NC(=O)N(CC(=O)NC(C)c1ccc(F)c(F)c1)C2=O (stereo not drawn)
 : 6	-1	·	-3	1.3	-2.0	0	2	-1.2	3
- O=C(Nc1ccccc1)NC1CCN(Cc2nnnn2C2CCCCC2)CC1
 : 5	0	12	2	0.2	·	-1	-13	-5.0	-3
- Cc1ccc(S(=O)(=O)NCC(=O)OCCOc2ccccc2F)cc1
 : 4	-1	·	5	0.2	-1.5	0	12	-2.7	4
- Cc1ccc(NC(=O)CN(C)S(=O)(=O)c2cccc3nsnc23)cc1C
 : -1	-1	3	6	1.8	0.1	-2	0	-0.9	8
- COc1ccc(C(=O)COC(=O)CCNS(=O)(=O)c2ccc(NC(C)=O)cc2)c(OC)c1
 : 2	-2	·	-4	-0.8	-0.3	-3	6	-3.2	-1
- Cc1nc2c3ccccc3nc(NNC(=O)CCC(=O)N3CCC(C)CC3)n2n1
 : 13	0	25	7	-2.5	-0.6	5	-2	0.9	-6
- CS(=O)(=O)N(CC(=O)N1CCCC1)c1ccccc1Br
 : 7	-3	0	3	0.5	-2.1	2	0	-0.7	-3
- COC(=O)c1[nH]c2ccc(C)cc2c1NC(=O)CN1CCCc2ccccc21
 : 1	2	-9	13	2.0	·	8	4	-4.2	-30
- Cc1ccc(OCC(=O)N/N=C/c2ccccc2)c([N+](=O)[O-])c1
 : -6	2	-2	1	·	·	·	-1	-3.8	-2
- COC(=O)c1cc(-c2ccc(Br)cc2)c2c(=O)n(C)c(=O)n(C)c2n1
 : 19	4	30	6	-0.8	-0.9	-7	15	-4.3	?
- C[C@H]1CN([C@@H](C)CO)C(=O)CCCn2cc(nn2)CO[C@@H]1CN(C)S(=O)(=O)c1ccc(Oc2ccccc2)nc1
 : 8	6	·	-3	·	-0.9	·	-5	3.8	4
- COc1ccc(-c2nc(CS(=O)CC(=O)NCc3ccco3)c(C)o2)cc1 (stereo not drawn)
 : -3	2	34	6	1.7	-0.8	-3	5	-1.6	-8
- CCC(C)NC(=O)C1(O)c2ccccc2NC(=O)N1c1ccc(C)c(C)c1 (stereo not drawn)
 : 5	-4	·	1	0.0	0.3	-8	1	-2.0	-18
- CC(=O)Nc1ccc(S(=O)(=O)Nc2ccccc2N2CCOCC2)cc1Cl
 : 10	-1	10	3	-1.8	-0.8	-5	-2	-1.5	1
- COC(=O)C1=C(CS(=O)(=O)c2cc(Cl)ccc2OC)NC(=O)NC1c1ccc(O)c(OC)c1 (stereo not drawn)
 : -5	23	13	4	0.1	-0.4	-3	-1	-0.5	-1
- CC(C)N=Cc1c(O)[nH]c2ccccc12
 : 13	-2	5	-2	-1.4	0.0	1	16	-4.4	-4
- Cc1cc(=O)[nH]c(SCC(=O)Nc2ccc(Br)cc2)c1C#N
 : -12	2	19	-1	3.2	1.0	0	2	-8.4	0
- O=[N+]([O-])c1ccc2c(c1)c1ccccc1n2CCO
 : 6	3	31	4	-0.1	-1.4	2	2	-0.3	?
- F[B-](F)(F)COc1ccccc1
 : -7	1	·	-4	·	0.4	·	10	-0.8	-4
- CC(C)CCN(C(=O)CNC(=O)c1cccs1)C(C(=O)NC1CCCCC1)c1cccnc1 (stereo not drawn)
 : 12	9	19	3	0.9	-1.0	6	10	-0.8	0

Further records:
Second line of a record: CCHF vOTU inh	Mtb FBA inh	VHR inh abs	MazEF act	UGM FP inh	Mtb BioA inh	Rv3671c inh	GDH-TPI inh	FadD28 binding	BoNT F protease
- CCCCNC(=O)C(=O)N/N=C/c1cccc(Br)c1
 : -10	-3	-5	3	0.4	·	-6	-5	-2.7	4
- S=C(NCCc1ccccc1)N1CCn2cccc2C1c1cccnc1 (stereo not drawn)
 : -13	0	2	1	-0.8	·	6	6	-4.5	-6
- Cc1ccc(C2CC(=O)c3cnc(N4CCc5ccccc5C4)nc3C2)cc1 (stereo not drawn)
 : 2	0	11	-8	0.8	-0.8	1	2	-4.9	2
- CC1CN(c2cc3nccnc3cc2F)CC(C)O1 (stereo not drawn)
 : ·	0	-2	5	0.4	-1.5	-2	18	-2.8	1
- COc1ccc(S(=O)(=O)Oc2cc(C(=S)N3CCOCC3)ccc2OC)cc1
 : 0	0	17	3	·	-0.6	·	-7	-4.4	-12
- O=C(O)CSc1cnc2ccccc2n1
 : 10	0	20	2	5.6	-3.2	7	6	-0.5	5
- COc1ccc2c(COC(=O)[C@H](C)NS(=O)(=O)c3ccccc3F)cc(=O)oc2c1
 : -52	109*	·	2	-0.7	-1.2	-3	20	-2.5	0
- CC1CCCCC1NC(=O)CSc1ccsc1[N+](=O)[O-] (stereo not drawn)
 : -2	-4	17	3	·	·	·	4	0.8	6
- COc1ccc(CCNC(=O)C(C(=O)c2ccccc2)n2cc(Cl)ccc2=O)cc1OC (stereo not drawn)
 : 19	0	34	0	-5.1	·	1	3	-3.5	-7
- CC(C)CN1CCNC(=O)C1CC(=O)NCCCN1CCCc2ccccc21 (stereo not drawn)
 : -5	4	38	-8	2.6	-2.1	-2	25	-1.2	-4

By substructure, the entries above containing bromine.
Second line of a record: CCHF vOTU inh	Mtb FBA inh	VHR inh abs	MazEF act	UGM FP inh	Mtb BioA inh	Rv3671c inh	GDH-TPI inh	FadD28 binding	BoNT F protease
- CS(=O)(=O)N(CC(=O)N1CCCC1)c1ccccc1Br
 : 7	-3	0	3	0.5	-2.1	2	0	-0.7	-3
- COC(=O)c1cc(-c2ccc(Br)cc2)c2c(=O)n(C)c(=O)n(C)c2n1
 : 19	4	30	6	-0.8	-0.9	-7	15	-4.3	?
- Cc1cc(=O)[nH]c(SCC(=O)Nc2ccc(Br)cc2)c1C#N
 : -12	2	19	-1	3.2	1.0	0	2	-8.4	0
- CCCCNC(=O)C(=O)N/N=C/c1cccc(Br)c1
 : -10	-3	-5	3	0.4	·	-6	-5	-2.7	4
